# All columns: NCI-60 one-dose screen, growth in % after 48 h at 10 µM unless noted; 100 = growth as untreated, 0 = no growth, -100 = all killed.
# HOP-62: HOP-62 NSCLC | actives 3.9% (n = 80,000) | AID 1794735
# SR: SR leukemia cells | actives 8.7% (n = 73,000) | AID 1794780
# MOLT-4: MOLT-4 leukemia cells. actives 6.9% (n = 80,000). AID 1794779
# K-562: K-562 leukemia; actives 7.4% (n = 78,000)
# CCRF-CEM: CCRF-CEM leukemia; actives 7% (n = 77,000)
# HOP-92: HOP-92 NSCLC cells; actives 6.3% (n = 71,000); AID 1794738
# RPMI-8226: RPMI-8226 leukemia cells. actives 7.5% (n = 77,000). AID 1794781
# MDA-MB-435: MDA-MB-435 melanoma; actives 7.8% (n = 82,000)
# * marks the source's active call; other numbers are inactive results; . = not tested or not shown; & = joins results of further samples; [ ] = remark or other dose. The calls were made as follows: active = growth percent below 10; inactive = the rest.
SMILES,HOP-62,SR,MOLT-4,K-562,CCRF-CEM,HOP-92,RPMI-8226,MDA-MB-435
O=C1NC(=S)N[C@H]1CC(=O)n1cnc2ccccc21,93,.,108,114,112,96,115,105
COc1ccc(-c2nnc(CNc3ccc(F)c(Cl)c3)o2)cc1,98,72,111,94,83,110,100,106
CC(C)n1cc(C2=C(c3cccc4ccccc34)C(=O)N(O)C2=O)c2cc(Br)ccc21,98,97,97,105,90,104,99,95
CC(=O)Cc1nsc(NC(=O)c2ccc(COc3ccccc3)o2)n1,99,103,104,101,100,106,99,103
O=C(O)C1C2C=CC(C2)C1C(=O)Nc1cccc([N+](=O)[O-])c1 (stereo not given),112,94,101,105,.,103,.,96
Clc1cnc2ccccc2n1,97,104,97,104,95,.,100,96
COCCNc1ccc2ncc(C#Cc3cncc(C(=O)Nc4ccc(CN5CCN(C)CC5)c(C(F)(F)F)c4)c3)n2n1,-48*,-6.7*,5.8*,1.2*,11,.,-27*,-25*
Cc1cc(OC(=O)CCl)ccc1C(C)(C)C,.,93,93,95,101,.,107,105
CC(=O)Oc1ccc(OC(C)=O)c2c1CC1(C)OC1(C)C2 (stereo not given),120,85,96,107,103,106,99,104
COc1cc2nc3c(=O)n(CCN(C)C)cnn3c(=O)c2cc1OC,101,105,104,125,146,100,121,97
COc1cccc(OC(C)(C)Cc2ccccc2)c1,101,113,109,109,95,.,101,98
Cc1cc(N(CCCNc2ccnc3cc(Cl)ccc23)Cc2ccccn2)nc(N2CCOCC2)n1,85,.,.,68,86,67,85,111
CCOC(=O)Nc1cc(C)c(NC(=O)CN(CC)CC)c(C)c1,96,113,87,112,61,.,106,101
CNC(=O)c1cc(-c2ccc(NS(=O)(=O)c3ccc(C)cc3)cc2)nc2cccnc12,100,113,100,101,109,103,110,109
CCOC(=O)c1c(C)nc(C)c(C(=O)OCC)c1-c1ccc(OC)cc1,100,87,84,103,95,93,73,99
C/C(=N\Nc1ccc(S(N)(=O)=O)cc1)c1cnn(-c2cc(=O)[nH]c3ccccc23)c1C,93,87,96,96,92,.,89,97
Brc1cccc[n+]1Cc1ccc(C[n+]2ccccc2Br)cc1,102,.,91,100,100,.,98,105
CCCCCCCC/C=C\CCCCCCCC(=O)OCCCCCC,121,105,104,100,99,.,104,101
CC(C)=CCc1cc(/C=C/C(=O)O)ccc1OC(=O)CCc1ccccc1,102,112,112,114,111,77,92,75
Cc1cc2nc(Cc3nc4cc(C)c(C)cc4[nH]3)[nH]c2cc1C,108,88,70,68,95,110,65,95
COc1ccc2oc3c(C)c4c(c(C)c3c2c1)C(=O)N(CCCO)C4=O,98,77,97,90,82,103,96,88
CC(=O)c1cc(C(C)=O)cc(C(C)=O)c1,99,116,109,107,117,93,119,106
C=C(C[C@@](O)(C(=O)Oc1ccccc1)C(=O)C(C)C)c1ccccc1,90,92,95,96,85,92,99,106
O=C1Cc2c(sc3c(F)cccc23)C(c2ccccc2[N+](=O)[O-])N1 (stereo not given),91,99,106,97,110,92,95,108
CCC1N=C(N)N=C(N)N1c1ccc(Cl)cc1 (stereo not given),102,89,80,57,107,.,87,79
O=C(/C=C/c1ccccc1)Oc1ccc(Cl)cc1Cl,98,96,88,97,88,95,93,108
CCCCN(CCCC)C(C)C(O)c1ccc2c3c(cccc13)CC2 (stereo not given),120,60,59,27,103,92,101,90
COc1ccc(C2CC(c3ccc4c(c3)OCO4)=NN2C=O)cc1 (stereo not given),102,100,101,90,94,89,.,110
S=c1cn[nH]c2ccccc12,100,116,99,99,107,89,110,119
COc1cc(/C=C/C(=O)c2ccc(NC(=O)CSc3nc4c([nH]3)c(=O)n(C)c(=O)n4C)cc2)cc(OC)c1OC,92,17,46,77,31,93,94,89
CS(=O)(=O)c1ccc(C(=O)N/N=C/c2ccccc2O)cc1,28,20,9.2*,41,15,.,49,60
CCN(CC)CCSSCCN(CC)CC,.,99,102,98,97,.,103,106
O=C(NNC(=O)c1ccncc1)Nc1ccc([N+](=O)[O-])cc1,97,92,81,76,107,103,102,94
CCC(CC)COC(=O)c1ccccc1Cl,.,92,96,90,101,.,106,108
O=C(COc1ccc(/C=C2\CSc3ccccc3C2=O)cc1)Nc1nccs1,94,.,-30*,-14*,-66*,79,-11*,65
Cc1ccc(C(=O)c2ccc(CC(=O)N/N=C/c3ccccc3O)n2C)cc1,76,56,74,84,54,99,81,83
N#CC1=C(N)Oc2cc(O)ccc2C1c1ccc(Cl)cc1 (stereo not given),96,74,68,75,87,74,80,101
CN(C)c1ccc(C(=O)C(O)c2ccccc2Cl)cc1 (stereo not given),98,87,89,85,79,42,.,115
N=C(N)SC1c2cc(Cl)ccc2-c2c(Cl)cc(Cl)cc21 (stereo not given),94,79,88,84,86,.,89,94
Cc1ccccc1NC(=S)Nc1ccccc1,91,94,93,97,87,67,93,101
COc1ccc(-n2nc(C(=O)NCc3ccccc3C)nc2-c2cc(OC)c(OC)c(OC)c2)cc1OC,74,106,120,133,114,66,100,100
Nc1ccc(-c2cn3c(n2)SCC3)cc1,83,80,81,86,100,71,95,98
COc1cc(C2CC(c3ccc(Cl)cc3)=NN2)ccc1Oc1ccnc2cc(Cl)ccc12 (stereo not given),104,83,86,85,69,.,67,94
N#C/C(=C\c1c[nH]c2ccccc12)C(=O)Nc1sc2c(c1C#N)CCCC2,108,82,97,99,109,110,98,103
CCOC(=O)c1c(C)c[nH]c1C,107,102,102,110,106,109,113,104
COc1ccc2c(c1)CC[C@@H]1[C@@H]2CC[C@]2(C)C3C(=CC(COC(C)=O)C4C(=O)N(c5ccc(Cl)cc5)C(=O)C43)C[C@@H]12 (stereo not given in full),98,35,64,52,75,91,62,111
Cc1cc(Cc2cc(C)c(O)c(CO)c2)cc(CO)c1O,118,108,97,.,102,85,98,107
CCCCCCCCCCC1CC(=O)OC1=O (stereo not given),100,96,101,103,92,98,99,98
CCCC(=O)NNc1nccc(Nc2ccc(S(=O)(=O)Nc3ccccn3)cc2)n1,96,90,100,88,93,100,102,100
COc1cc(-c2nc3cc(C)c(C)cc3n3c(C)cc(=O)n23)cc(OC)c1OC,105,77,110,104,91,.,98,91
O=C(CCl)NCCNc1nccc(Nc2ccc(S(=O)(=O)Nc3ccccn3)cc2)n1,26,19,24,17,12,31,15,7.6*
N#Cc1c(N)nc(NCCO)nc1-c1ccc(F)cc1,93,99,.,91,112,76,94,104
CCCCCCCn1cc2c(NCCc3ccccc3)ncnc2n1,94,85,95,89,96,94,92,97
CN1c2ccccc2C(=O)N(NC(=O)Nc2ccccc2)C1c1ccc(F)cc1 (stereo not given),96,98,89,99,99,102,93,105
N#Cc1cnn(-c2nc3c(Cl)cccc3s2)c1N,81,90,92,93,91,39,96,87
O=C1NC(=S)NC(=O)C1=Cc1ccc(OCC(=O)N2CCOCC2)cc1,98,91,104,94,106,101,97,105
C=C1C(=O)O[C@@H]2/C=C(/C)C3=CC(=O)[C@@](C)(C[C@H](OC(=O)/C(C)=C\C)[C@@H]12)O3,82,2.5*,0.4*,.,-15*,-12*,-11*,-59*
Cc1ccc(N2C(=O)/C(=C/C=C/c3ccco3)SC2=S)cc1,96,57,9.9*,61,61,.,75,91
CN1CC(c2ccc(Cl)cc2)C(C(=O)c2ccc(O)cc2)C12C(=O)c1ccccc1C2=O (stereo not given),95,98,103,106,106,104,102,104
COc1ccc(Cc2nnc3sc(-c4sc(C)nc4C)nn23)cc1,91,81,84,93,87,62,87,116

# Limited to SR (four entries from above):
compound	SR
COc1ccc(Cc2nnc3sc(-c4sc(C)nc4C)nn23)cc1	81
Cc1cc(Cc2cc(C)c(O)c(CO)c2)cc(CO)c1O	108
O=C1NC(=S)NC(=O)C1=Cc1ccc(OCC(=O)N2CCOCC2)cc1	91
C=C(C[C@@](O)(C(=O)Oc1ccccc1)C(=O)C(C)C)c1ccccc1	92

# Reprinted at random: three compounds from above
SMILES,HOP-62,SR,MOLT-4,K-562,CCRF-CEM,HOP-92,RPMI-8226,MDA-MB-435
CN1CC(c2ccc(Cl)cc2)C(C(=O)c2ccc(O)cc2)C12C(=O)c1ccccc1C2=O (stereo not given),95,98,103,106,106,104,102,104
N#C/C(=C\c1c[nH]c2ccccc12)C(=O)Nc1sc2c(c1C#N)CCCC2,108,82,97,99,109,110,98,103
CNC(=O)c1cc(-c2ccc(NS(=O)(=O)c3ccc(C)cc3)cc2)nc2cccnc12,100,113,100,101,109,103,110,109

# The listing continues.
SMILES,HOP-62,SR,MOLT-4,K-562,CCRF-CEM,HOP-92,RPMI-8226,MDA-MB-435
COc1ccc(S(=O)(=O)NCCNc2cc(-c3cn(C(C)(C)C)nc3-c3cccc(F)c3)ccn2)cc1,105,50,72,48,83,85,59,96
CCNc1nc(S(=O)(=O)CC)nc2ccccc12,96,84,91,85,87,104,87,82
Cc1ccc(NC(=O)NC2CCCCC2)cc1,96,.,102,98,99,.,108,105
Cc1cc(Cl)ccc1O/C(=C\C(=O)O)C(=O)O,113,121,105,103,107,92,110,102
C#CCOC(=O)C1(C)CCC[C@]2(C)[C@H]3C[C@H]4C(C(C)C)=C[C@]3(CC[C@@H]12)c1c4c(O)cc2c(C(=O)OCC)c(C)[nH]c12 (stereo not given in full),113,98,100,91,96,99,96,102
O=C(O)c1ccc(-c2nn(-c3ccc(C(=O)O)cc3)cc2/C=N/NC(=O)c2ccccc2)cc1,102,119,125,113,112,109,127,104
CCCCCCCCCCCC(=O)OCCCC,104,100,103,105,97,100,.,102
CC(=O)N(/C=C\c1sc2ccccc2[n+]1C)c1ccccc1,105,85,85,72,94,74,54,115
O=C(Cn1c(-c2cnccn2)nc2cc(Br)cnc21)NNC(=O)c1ccncc1,108,84,.,66,62,.,95,83
O=C1CC2CC=CCN2C=C1c1ccncc1 (stereo not given),80,101,98,97,97,71,97,106
O=c1[nH]c(=O)n(Cc2ccc(F)cc2)c(=O)n1Cc1ccc(F)cc1,89,95,104,96,100,.,97,108
COC(=O)c1c(C)[nH]c(/C=C2\N=C(c3ccc[nH]3)C=C2OC)c1C,-17*,4.9*,1.4*,4.3*,15,-42*,-16*,-45*
N[C@H](CC/[N+]([O-])=N/O)C(=O)O,109,108,102,104,98,108,102,106
NS(=O)(=O)c1ccc(CCn2c(SCc3ccccc3)nc3ccccc3c2=O)cc1,85,97,96,.,94,88,91,103
CC1(C)CC[C@]2(CO)CC[C@]3(C)[C@H](CC[C@@H]4[C@@]5(C)CCC(=O)NC(C)(C)[C@@H]5CC[C@]43C)[C@H]2[C@H]1O,100,70,84,85,95,101,99,101
CC(C)(C)CC(C)(C)Nc1c(-c2c(O)c3ccccc3oc2=O)nc2sc3ccccc3n12,23,30,29,12,23,11,9.0*,48
CC(C)(C)C(=O)Nc1ccc(C(=O)Nc2cccc(-c3nc4ccccc4[nH]3)c2)cc1,85,52,76,46,85,65,78,89
NC(N)=N/N=C(/CC(=O)c1ccccc1)c1ccccc1,95,.,107,102,109,57,87,122
O=C(NS(=O)(=O)c1ccccc1)c1ccc2c(c1)nc(-c1ccccc1)n2C1CCCCC1,82,85,96,86,99,109,130,108
CC1=CC2NCc3c(oc(-c4ccccc4)c3C(=O)c3ccccc3)C2C=C1 (stereo not given),67,86,94,109,82,81,109,102
O=C(c1cc(NCc2cc(O)ccc2O)ccc1O)N1CCOCC1,91,95,90,.,99,96,103,101
O=c1cc(-c2nc3cc(Cl)c(F)cc3s2)c2ccc(Cl)cc2o1,108,90,104,110,95,.,96,100
O=C(O)CCc1ccc(NC(=O)CN(CCO)CCO)cc1,100,110,108,123,114,93,104,110
CC(=O)C(=O)NCCCCCCCC(=O)Nc1ccccc1,111,95,98,94,105,103,.,103
N#CCCN1CCN(CCC#N)c2ccccc21,100,116,98,119,107,94,108,109
Cc1ccc(C(=O)C2=Cc3cc4ccccc4n3Cc3cnnn32)cc1,87,.,101,75,103,86,100,72
BrC(c1ccccc1)C(Br)c1ccccc1 (stereo not given),99,106,108,117,101,96,105,107
CC(=O)N(CCCCCCN(C(C)=O)C(C)=O)C(C)=O,112[100 µM],100[100 µM],113[100 µM],102[100 µM],103[100 µM],106[100 µM],107[100 µM],98[100 µM]
NC(=S)c1ccc(N)cc1,85,123,111,108,103,88,104,105
CCn1c(-c2ccc3nc(-c4ccc([N+](=O)[O-])cc4)[nH]c3c2)n[nH]c1=S,97,.,93,95,107,111,103,104
O=S(=O)(NCCNc1cc(-c2c(-c3cccc(O)c3)nc3sccn23)ccn1)c1ccccc1,102,.,50,39,40,61,42,59
CN1C(=O)/C(=C\c2ccc(F)cc2)c2ccccc21,99,97,96,89,94,68,95,98
COc1ccc(S(=O)(=O)N2CCN(c3oc(-c4ccccc4)nc3C#N)CC2)cc1,89,.,65,71,84,64,76,86
Cc1cc(N2CCOCC2)nc(N2CCC(C#N)CC2)n1,101,98,94,102,92,83,102,105
Cn1cnc([N+](=O)[O-])c1Sc1ncnc2nc[nH]c12,21&37,45,57&66,24&20,43&48,61&61,36&34,36&34
O=C(Nc1ccc(Br)cc1)Nc1ccc2nc(NS(=O)(=O)c3ccc4ccccc4c3)sc2c1,82,.,.,102,81,87,89,99

# One compound at a time, as listed above. Order of screens: HOP-62	SR	MOLT-4	K-562	CCRF-CEM	HOP-92	RPMI-8226	MDA-MB-435
# CC(=O)C(=O)NCCCCCCCC(=O)Nc1ccccc1 is entered as 111	95	98	94	105	103	.	103
# O=c1cc(-c2nc3cc(Cl)c(F)cc3s2)c2ccc(Cl)cc2o1 is entered as 108	90	104	110	95	.	96	100
# N#CCCN1CCN(CCC#N)c2ccccc21 is entered as 100	116	98	119	107	94	108	109
# CCn1c(-c2ccc3nc(-c4ccc([N+](=O)[O-])cc4)[nH]c3c2)n[nH]c1=S is entered as 97	.	93	95	107	111	103	104
# O=C(c1cc(NCc2cc(O)ccc2O)ccc1O)N1CCOCC1 is entered as 91	95	90	.	99	96	103	101
